AmpC no deterg: blocks E. coli AmpC beta-lactamase in detergent-free assay; P00811; AmpC nitrocefin hydrolysis, absorbance 480 nm, 0.0001% Triton; Potency, µM (highest dose often 57.1 µM), without a hit: top-dose activity change, negative = inhibition, actives largely listed as inhibitors; actives 0.52% (n = 330,000); AID 485341;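 note: potency is the fitted concentration of half-maximal effect; plate controls were no compound for no effect and no enzyme for full effect; nearly all actives have a fitted effect of over 20% in size; some results filed as inactive show a strong effect at the top dose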
Target sequence (P00811 whole entry, looked up): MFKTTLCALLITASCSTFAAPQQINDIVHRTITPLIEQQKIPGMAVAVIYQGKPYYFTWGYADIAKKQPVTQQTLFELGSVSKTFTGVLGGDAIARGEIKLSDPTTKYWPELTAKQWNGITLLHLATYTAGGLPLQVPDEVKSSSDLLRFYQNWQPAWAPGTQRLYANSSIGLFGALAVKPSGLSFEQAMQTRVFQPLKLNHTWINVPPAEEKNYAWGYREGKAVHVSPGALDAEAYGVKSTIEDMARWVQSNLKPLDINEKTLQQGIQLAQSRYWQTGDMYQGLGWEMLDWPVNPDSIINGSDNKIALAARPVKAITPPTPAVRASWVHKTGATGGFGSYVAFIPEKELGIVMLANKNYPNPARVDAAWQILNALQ
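AmpC (5.3 nM in the dispensed reagent) in 20 mM phosphate pH 7.0 with 0.01% (detergent screen) or 0.0001% Triton X-100 was preincubated with compounds for 15 min at room temperature. Nitrocefin was then added from an 800 uM solution, and hydrolysis was followed at 480 nm.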
LmPK inh: inhibitors of Leishmania mexicana pyruvate kinase; actives 0.37% (n = 290,000); AID 1721; purified LmPK, Kinase-Glo ATP luminescence, 1 h; Potency, µM (highest dose often 57.5 µM), inactives show at the highest dose activity change, negative = inhibition, actives largely listed as inhibitors; Q27686; note: potency is the fitted concentration of half-maximal effect; % is set by controls: 0 for no effect and ±100 for the full control effect
Target sequence (Q27686 whole entry, looked up): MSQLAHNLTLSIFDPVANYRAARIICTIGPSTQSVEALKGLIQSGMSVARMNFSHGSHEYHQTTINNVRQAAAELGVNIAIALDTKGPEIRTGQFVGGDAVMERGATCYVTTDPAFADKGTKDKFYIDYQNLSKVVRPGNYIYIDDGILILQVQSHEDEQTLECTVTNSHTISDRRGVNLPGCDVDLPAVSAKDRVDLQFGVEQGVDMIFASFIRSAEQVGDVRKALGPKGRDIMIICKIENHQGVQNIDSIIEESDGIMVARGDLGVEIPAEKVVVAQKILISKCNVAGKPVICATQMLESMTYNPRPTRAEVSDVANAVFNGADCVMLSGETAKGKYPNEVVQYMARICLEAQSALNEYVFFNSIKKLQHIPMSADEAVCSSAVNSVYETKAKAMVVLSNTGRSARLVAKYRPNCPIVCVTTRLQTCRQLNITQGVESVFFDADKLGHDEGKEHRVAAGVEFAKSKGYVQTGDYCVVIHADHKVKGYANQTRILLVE
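0.1 nM LmPK, 0.5 mM PEP, 0.1 mM ADP; 50 mM imidazole pH 7.2, 7 mM MgCl2, 50 mM KCl; 1 h RT. Kinase-Glo luminescence readout, normalized to no-enzyme (full inhibition) and uninhibited wells.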
Pf growth 96h: inhibits malaria parasite growth, 96 h; P. falciparum luciferase reporter growth, 96 h; Potency, µM (titrated, usually from 28.7 µM), inactives show at the highest dose activity change, negative = inhibition, usual class: inhibitors; actives 6.9% (n = 320,000); AID 504834; note: potency is the fitted concentration of half-maximal effect; % is set by controls: 0 for no effect and ±100 for the full control effect
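Delayed-death screen, second-generation endpoint: infected erythrocytes, 2% hematocrit, 0.05% parasitemia final; 96 hours at 37 C, 5% CO2; luciferase detection reagent; luminescence decrease equals reduced growth.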
Shiga toxin inh: inhibitors of Shiga toxin in Vero cells; Vero cells, Shiga toxin protein synthesis inhibition reporter; AID 2315; inhibition, % at 38.7 µM; actives 9.2% (n = 290,000); in the data active = inhibition mostly above about 28%, no sharp cut-off; inactive = mostly below about 43%; note: 0% is about no effect
Cycloheximide cs: counter-screen for Shiga toxin inhibitors: cycloheximide protein synthesis inhibition; actives 12% (n = 300,000); max response, %; cell reporter, cycloheximide protein synthesis inhibition counterscreen; in the data active = max response mostly above about 13%, no sharp cut-off; inactive = mostly below about 14%; note: read at 38.3 µM for the half of the compounds with a filed dose; 0% is about no effect
Pf growth 48h: inhibits P. falciparum growth in the first generation, 48 h; AID 504832; Potency, µM (titrated, usually from 28.7 µM), for the others: at the highest dose activity change, negative = inhibition, actives largely listed as inhibitors; P. falciparum luciferase growth in erythrocytes, 48 h; actives 5.9% (n = 310,000); note: potency is the fitted concentration of half-maximal effect; % is set by controls: 0 for no effect and ±100 for the full control effect
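Parasite viability was followed by luminescence of a genomically integrated firefly luciferase. Cultures held 0.1% parasitemia at 2% hematocrit (final), incubated under 5% CO2 at 37 C.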
Tb PYK inh: blocks Trypanosoma brucei pyruvate kinase; Potency, µM (doses to about 76.8 µM), without a hit: top-dose activity, negative = inhibition, most hits filed as inhibitors; AID 624173; TbPYK enzyme, Kinase-Glo Plus ATP luminescence, 45 min; actives 0.12% (n = 410,000); note: potency is the fitted concentration of half-maximal effect; % is set by controls: 0 for no effect and ±100 for the full control effect; nearly all actives have a fitted effect of over 50% in size
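T. brucei PYK with substrate was exposed to pin-transferred compounds across a concentration series, then started with 130 uM ADP (final). After 45 min at room temperature, Kinase-Glo Plus luminescence was read, normalized and curve-fitted.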
An asterisk follows results filed as active; ? = inconclusive; nt = not tested or not shown; & = joins results of further samples; [ ] = remark or other dose. Unless noted, calls come from the whole dose curve; as a rule, active = well fitted curve in the direction sought with a large enough effect; inconclusive = small, poorly fitted or top-dose-only effect, or another doubt; inactive = no such curve, though single readings can be large; an effect the other way counts as inactive or inconclusive.

SMILES | AmpC no deterg | LmPK inh | Pf growth 96h | Shiga toxin inh | Cycloheximide cs | Pf growth 48h | Tb PYK inh
CCCOC(=O)CN1C(=O)c2ccc(C(=O)OCCC)cc2C1=O | -13% | 4% | nt | -11 | -1 | 3% | 5%
CCOC(=O)N1CCN(C(=O)c2cc(COc3c(F)cccc3F)on2)CC1 | 63%[activator] | -6% | ? | 129* | 74* | 23% | -10%
Cc1ccc(C(c2c(C)[nH][nH]c2=O)c2c(C)[nH][nH]c2=O)cc1[N+](=O)[O-] | -34% | -3% | ? | -2 | -3 | 8% | 7%
Cn1c(N)c(C(=O)COC(=O)[C@@H]2CCCN2S(=O)(=O)c2ccc(Cl)cc2)c(=O)n(C)c1=O | 57% | -5% | -14% | -10 | -4 | -24% | -1%
C=CCOC(=O)C(C#N)c1nc2ccccc2nc1N1CCN(Cc2ccc3c(c2)OCO3)CC1 (stereo not drawn) | -37% | 0% | 5%[5.75 µM] | -10 | 1 | ? | -2%
O=C(COC(=O)Cn1nc(-c2ccccc2)oc1=O)Nc1ccc(F)cc1 | -22% | nt | -11% | nt | nt | 5% | -2%
O=C(COC(=O)c1ccccc1Br)NC1CCCC1 | -14% | -4% | 32%[activator] | 59* | 39* | 52%[activator] | -6%
CCOc1ccc(N(CC)S(=O)(=O)c2c(C)[nH]c(=O)[nH]c2=O)cc1 | -12% | 4% | 3% | -5 | -3 | 20% | -11%
Cc1nnc(NC(=O)c2csc3c2CCCC3)s1 | -22% | -1% | -4% | 6 | 1 | 41%[activator] | nt
Cc1nc(Cl)nc(N(C)c2ccccc2)c1[N+](=O)[O-] | -31% | -8% | 44%[activator] | -6 | -1 | 28% | -2%
COc1ccc(N(CC(=O)N2c3ccccc3CC2C)S(=O)(=O)c2c(C)noc2C)cc1 (stereo not drawn) | 21% | 0% | -21% | 13 | -1 | 12µM* | 0%
O=C(NN1C(=O)C2C3C=CC(C3)C2C1=O)c1ccco1 (stereo not drawn) | -20% | 1% | -8% | 3 | -1 | 7% | 1%
O=C(Nc1ccccc1C(=O)NCCN1CCOCC1)c1ccco1 | -11% | 1% | nt | -4 | -4 | 24% | -1%
COc1ccc(NC(=O)CSCc2cc(=O)n3ccsc3n2)cc1 | -6% | 0% | -14% | -3 | -4 | 27% | 1%
Cc1cccc(NC(=O)COC(=O)c2ccc(S(=O)(=O)N3CCCC3)cc2)c1 | -19% | nt | 10% | nt | nt | -27% | 3%
COc1ccc(NC(=O)NNC(=O)COc2ccc3ccccc3c2)cc1 | -24% | 0% | -31% | -15 | -3 | 17% | -8%
Cc1ccc(Sc2ccc(/C=N/O)cc2[N+](=O)[O-])cc1 | nt | 2% | -10% | -17 | -5 | ? | 5%
COCCNC(=O)c1cccc(OC2CCN(C(C)COc3ccccc3)CC2)c1 (stereo not drawn) | 15% | -1% | ? | -5 | -4 | ? | 3%
Cc1ccc2cc3c(NC(=O)c4ccco4)nn(C)c3nc2c1 | 130%[activator] | 0% | 8.3µM* | -19 | -3 | ? | 1%
Cc1cccc(C(=O)N(Cc2ccco2)c2c(N)n(Cc3ccccc3)c(=O)[nH]c2=O)c1 | -18% | nt | -13% | nt | nt | -27% | -8%
CCC(=O)N(CCC1(C(C)C)CCOC(C)(C)C1)Cc1ccco1 (stereo not drawn) | 44% | 4% | ? | -2 | 10 | -23% | 0%
COc1ccc(OC)c(S(=O)(=O)n2ccc(C)n2)c1 | -3% | -15% | -7% | -2 | -1 | -14% | -1%
Cc1cccc(NC(=S)NC2CC3CCCC(C2)N3CC(C)C)c1 (stereo not drawn) | -13% | 2% | 12% | 11 | 1 | ? | 0%
NS(=O)(=O)c1ccc(CCNS(=O)(=O)c2cccc(C(=O)O)c2)cc1 | -12% | 5% | -16% | 37 | -1 | 4% | 3%
Nc1ccccc1N=Cc1c(O)n(CCC2=CCCCC2)c(=O)[nH]c1=O | -12% | 6% | ? | 180* | 62* | 238%[activator] | 2%
The list goes on:
SMILES | AmpC no deterg | LmPK inh | Pf growth 96h | Shiga toxin inh | Cycloheximide cs | Pf growth 48h | Tb PYK inh
CCCN(C(=O)C(NC(=O)c1ccccc1)C(C)C)c1c(N)n(Cc2ccccc2)c(=O)[nH]c1=O (stereo not drawn) | -29% | nt | ? | nt | nt | ? | 3%
CSc1ncc(Cl)c(C(=O)O)n1 (tested in a mixture with another compound) | -4% | 6% | nt | 10 | -1 | 9% | -1%
CCN(CC(=O)Nc1c(F)cccc1F)C(=O)c1cccc(S(=O)(=O)N2CCN(c3ccccc3)CC2)c1 | 53% | -2% | ? | 3 | -3 | 3% | -10%
Cc1cccc(C(=O)N[C@H](C(=O)Nc2ccc(S(=O)(=O)NC3=NCCCCC3)cc2)C(C)C)c1 | 44% | 5% | ? | -13 | 6 | ? | 0%
CC(C)c1cc(CNC(=O)CCc2nnc(CCCc3ccccc3)o2)on1 | 47% | 5% | 18% | 58* | 30* | -13% | -1%
O=c1[nH]cc(NCCNc2ncc(C(F)(F)F)cc2Cl)c(=O)[nH]1 | -32% | 1% | 42%[activator] | -2 | -2 | 8% | 9%
Cc1cccnc1NC(=O)Nc1cccc2ccccc12 | -12% | -1% | -80% | -2 | 13 | nt | -6%
CS(=O)(=O)N(Cc1nnc(-c2cccs2)o1)c1ccc(Cl)cc1F | 13% | 8% | 1% | 8 | 10 | nt | ?
COC(=O)C1C2C=CC3(CN(c4cccc(Cl)c4)C(=O)C13)O2 (stereo not drawn) | -11% | -1% | ? | -14 | -3 | nt | -1%
CCOc1cc(NC(=O)c2ccccc2C)c(OCC)cc1NC(=O)C1=Cc2ccccc2OC1 | -6% | 6% | 17% | -7 | 6 | 1% | 0%
Cc1ccc(S(=O)(=O)NC(=O)NCCCCNC(=O)NS(=O)(=O)c2ccc(C)cc2)cc1 | -9% | -1% | 13% | -10 | -4 | nt | 4%
Oc1ccc(/C=N/Nc2ccc(Cl)nn2)cc1O | -20% | -6% | ? | 36 | 39* | 31%[activator] | 0%
Cc1cccc(-c2noc(CCCC(=O)NC3CCCC3)n2)c1 | 4% | -2% | 2% | 4 | 0 | -4% | -2%
Cc1cccc(N(CC(=O)NC2CCCCC2)C(=O)c2c(C)noc2C)c1 | 27% | -2% | ? | 13 | 1 | nt | 6%
O=C(c1ccccc1OCc1ccccc1Br)N1CCN(c2ncccn2)CC1 | 99%[activator] | 1% | ? | -13 | 0 | ? | -6%
Fc1ccccc1/C=N/Nc1nc2ccccc2o1 | -11% | 1% | ? | 79* | 50* | 144%[activator] | -3%
O=C(CC(C(=O)O)c1ccc(Cl)cc1)c1ccc(Cl)c(Cl)c1 (stereo not drawn) | -29% | 9% | 30% | -4 | -3 | 25% | 0%
CC(C)(C)c1nnc2sc(SCC(=O)N3CCc4ccccc43)nn2c1=O | -8% | -3% | ? | -6 | 1 | ? | 1%
CCc1nn(CCCC(=O)NC(C)c2ccccc2)c(=O)c2cc3occc3n12 (stereo not drawn) | 18% | -5% | 1% | 11 | 10 | -16% | 0%&-5%
CC1CCN(CCCNC(=O)c2ccc(Cn3c(=S)[nH]c4ccc(Br)cc4c3=O)cc2)CC1 | 21% | -15% | 16% | -11 | -3 | 13µM* | nt
CC1(C)CN(C(Cc2ccccc2)C(N)=O)C1=O (stereo not drawn) | -10% | 1% | 31%[activator] | -1 | 5 | 40%[activator] | -3%
CC1=C(CCN2CCN(C3CCCC3)C(CCO)C2)C(C)(C)CCC1 (stereo not drawn) | 237%[activator] | 6% | 32%[activator] | -4 | -2 | ? | -1%
CCOc1cc(/C=C2\CCCc3c2nc2ccccc2c3C(=O)O)ccc1OC | -13% | 13% | 2% | 1 | -3 | -1% | -6%
CCOC(=O)c1c(-c2ccc(F)cc2)csc1NC(=O)c1c(-c2ccccc2)noc1C | -20% | 11% | -1% | -2 | 2 | ? | -8%
O=C(COC(=O)c1cncc(Br)c1)NCc1ccco1 | 4% | 6% | ? | 10 | 12 | ? | 6%
Cc1ccccc1CSCC(=O)NCCSc1ccccn1 | -9% | 15% | -10% | 33 | 22* | 12% | 5%
CC(NCCc1ccc(S(N)(=O)=O)cc1)C(=O)NCCc1ccc(F)cc1 (stereo not drawn) | -12% | -4% | 18% | -3 | -2 | nt | 1%
CC1CCC(NC(=O)Cn2cc3c(n2)CCCC3)CC1 (stereo not drawn) | -10% | -6% | ? | 9 | 1 | nt | 3%
COc1ccc(NC(=O)/C(Cl)=C(/Cl)S(=O)(=O)Cc2ccc(C)cc2)cn1 | -11% | 1% | ? | 17 | 13 | nt | 11%
Cc1cc2c(ncn2C)c(NS(=O)(=O)c2ccc(F)cc2)c1C | -14% | 2% | -1% | -12 | -4 | -15% | 2%

A different layout for 13 compounds above.
Values run as follows: AmpC no deterg, LmPK inh, Pf growth 96h, Shiga toxin inh, Cycloheximide cs, Pf growth 48h, Tb PYK inh
CCCN(C(=O)C(NC(=O)c1ccccc1)C(C)C)c1c(N)n(Cc2ccccc2)c(=O)[nH]c1=O (stereo not drawn)
  -29%, nt, ?, nt, nt, ?, 3%
CSc1ncc(Cl)c(C(=O)O)n1 (tested in a mixture with another compound)
  -4%, 6%, nt, 10, -1, 9%, -1%
CCN(CC(=O)Nc1c(F)cccc1F)C(=O)c1cccc(S(=O)(=O)N2CCN(c3ccccc3)CC2)c1
  53%, -2%, ?, 3, -3, 3%, -10%
Cc1cccc(C(=O)N[C@H](C(=O)Nc2ccc(S(=O)(=O)NC3=NCCCCC3)cc2)C(C)C)c1
  44%, 5%, ?, -13, 6, ?, 0%
CC(C)c1cc(CNC(=O)CCc2nnc(CCCc3ccccc3)o2)on1
  47%, 5%, 18%, 58*, 30*, -13%, -1%
O=c1[nH]cc(NCCNc2ncc(C(F)(F)F)cc2Cl)c(=O)[nH]1
  -32%, 1%, 42%[activator], -2, -2, 8%, 9%
Cc1cccnc1NC(=O)Nc1cccc2ccccc12
  -12%, -1%, -80%, -2, 13, nt, -6%
CS(=O)(=O)N(Cc1nnc(-c2cccs2)o1)c1ccc(Cl)cc1F
  13%, 8%, 1%, 8, 10, nt, ?
COC(=O)C1C2C=CC3(CN(c4cccc(Cl)c4)C(=O)C13)O2 (stereo not drawn)
  -11%, -1%, ?, -14, -3, nt, -1%
CCOc1cc(NC(=O)c2ccccc2C)c(OCC)cc1NC(=O)C1=Cc2ccccc2OC1
  -6%, 6%, 17%, -7, 6, 1%, 0%
Cc1ccc(S(=O)(=O)NC(=O)NCCCCNC(=O)NS(=O)(=O)c2ccc(C)cc2)cc1
  -9%, -1%, 13%, -10, -4, nt, 4%
Oc1ccc(/C=N/Nc2ccc(Cl)nn2)cc1O
  -20%, -6%, ?, 36, 39*, 31%[activator], 0%
Cc1cccc(-c2noc(CCCC(=O)NC3CCCC3)n2)c1
  4%, -2%, 2%, 4, 0, -4%, -2%

Rows were taken by chance; 22% or so of the library scored in one or more.
